West Nile virus CPE = West Nile virus antiviral activity, cell-based, CPE readout (AID 1621); West Nile virus-infected cells, CPE inhibition; higher % means a stronger effect; one-dose CPE inhibition, % at 10 µM; IC50 in µM for titrated hits; hit rate 0.02% among 290,000; in the data active = a potency from the dose series; inconclusive = CPE inhibition mostly from about 3.7% at the one dose, without a potency; inactive = the rest, 99 in 100 with CPE inhibition below about 2.2%; also: strong numbers were not always called active
RSV antiviral HEp-2 = RSV antiviral activity via CPE protection, HEp-2 cells, primary 10 µM value included (AID 2391). HEp-2 cells, RSV-induced CPE inhibition; higher % means a stronger effect. one-dose CPE inhibition, % at 10 µM; IC50 in µM for titrated hits. hit rate 0.13% among 310,000; in the data active = a potency from the dose series; inconclusive = CPE inhibition mostly from about 23% at the one dose, without a potency; inactive = the rest, 99 in 100 with CPE inhibition below about 21%; also: strong numbers were not always called active
Dengue-2 NS5 capping = flavivirus cap methylation enzyme inhibition – biochemical, confirmation dose response, primary screen (AID 588689); Dengue-2 NS5 methyltransferase capping enzyme assay, biochemical; higher % means a stronger effect; one-dose inhibition, % at 25 µM; IC50 in µM for titrated hits; hit rate 0.3% among 340,000; in the data active = a potency from the dose series; inconclusive = inhibition above about 29% without an active follow-up result
Large T inhibition = TAg ATPase/helicase activity blockers – biochemical (AID 1903); inhibition, % at 20 µM, or IC50 in µM where a hit was titrated; SV40 large T antigen ATPase/helicase inhibition assay; higher % means a stronger effect; hit rate 0.39% among 310,000; in the data active = a potency from the dose series; inconclusive = inhibition mostly from about 32% at the one dose, without a potency; inactive = the rest, 99 in 100 with inhibition below about 32%; also: strong numbers were not always called active
Yfh1-off respiration = enhancers of respiration in Yfh1-depleted yeast, dose response, Friedreich's ataxia, plus single-dose screen (AID 1465); fold induction at 50 µM; hits with a dose series show EC50 in µM; S. cerevisiae Yfh1-off respiration, WST-1 reduction, 72 h; higher fold induction means a stronger effect; hit rate 0.074% among 220,000;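 active = fold induction of absorbance versus untreated yeast above a set limit, then at least 30% activation at any dose in follow-up; inconclusive = repeats straddling the limit, or above it without dose testing; inactive = fold induction below the set limit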;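 also: activators that raise dye reduction in frataxin-depleted yeast; strong numbers were not always called active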
WT yeast gro inh = growth inhibition of WT yeast, mitochondrial fusion screen; inhibition, % at 10 µM; AID 1362; hit rate 2.1% among 190,000; mitochondrial fusion phenotypic screen, WT strain; in the data active = inhibition above about 58%; tested in S. cerevisiae
CSM14.1 death rescue = rescue of cells from ER stress-induced death, primary screen, 384-well, CSM14.1, thapsigargin, ATP luminescence (AID 1222); CSM14.1 thapsigargin-induced death rescue, ATP luminescence; higher % means a stronger effect; cellular ATP content (survival), % at 20 µM; hits with a dose series show EC50 in µM; 190,000 tested, under 10 active;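 active = EC50 below 50 µM in the dose-response confirmation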;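 also: death triggered by thapsigargin at about 15 µM added after 2 h compound pretreatment; cell ATP read after overnight thapsigargin exposure of roughly 18 to 22 hours; normalized against plate controls of thapsigargin alone and 5% DMSO vehicle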
K1F lysis inhibition = protection from phage-mediated lysis, alamar blue read-out – E. coli UTI89, K1F phage, bacterial capsule biogenesis inhibitors (AID 488966); inhibition, % at 100 µM; hits with a dose series show IC50 in µM; hit rate 0.02% among 340,000; E. coli UTI89 K1F phage lysis, alamar blue, 2 h; higher % means a stronger effect;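 active = phage lysis inhibition, versus mean bacterial control, above a set limit; inconclusive = no clear call, values can overlap the other calls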;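 also: capsule biogenesis inhibitors block K1F phage lysis so surviving cells raise fluorescence; higher fluorescence means more inhibition of phage lysis; actives were called in the ten point dose series up to 300 µM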
XIAP antagonists = small molecules displacing peptide from XIAP – biochemical, IAP family, fluorescence polarization (AID 1018) | hit rate 0.007% among 200,000 | XIAP BIR domain, fluorescence polarization peptide displacement; higher % means a stronger effect | one-dose displacement, % at 20 µM; IC50 in µM for titrated hits; in the data active = displacement above about 50%; also: a part of the inactive calls stands beside numbers as strong as those of hits
WT yeast gro inh mutant strain = second read-out of WT yeast gro inh, no call of its own (marks repeat the call); inhibition, %; mitochondrial fusion phenotypic screen, mutant strain inhibition
Dengue-2 NS5 capping pilot replicate = further read-out of Dengue-2 NS5 capping, marked with its call; inhibition, %; measured here: pilot screen replicate inhibition
* marks the source's active call; other numbers are inactive results; i = inactive; ? = inconclusive; nt = no result given; [ ] = dose if it differs, or a comment.

SMILES	West Nile virus CPE	RSV antiviral HEp-2	Dengue-2 NS5 capping	Large T inhibition	Yfh1-off respiration	WT yeast gro inh	WT yeast gro inh mutant strain	CSM14.1 death rescue	K1F lysis inhibition	XIAP antagonists	others
CC(=O)Nc1ccc(/C=N/N2C(C)CCCC2C)cc1 (stereo not drawn)	-0.2%	3.2%	-2%	7%	i	10	1	-0.3%	0.2%	-5.0%
O=C(CCn1c(=O)sc2ccccc21)Nc1nccs1	0.1%	4.2%	-2%	0%	i	-3	-7	-0.4%	1.2%	-1.8%
O=C(NCC1CCCO1)c1cccc(Br)c1 (stereo not drawn)	0.1%	0.5%	4%	4%	i	6	-9	-2.2%	2.6%	-0.2%
O=C(Cc1n[nH]c(=O)[nH]c1=O)N/N=C/CCc1ccccc1	-0.3%	0.8%	-8%	8%	i	nt	nt	nt	0.1%	nt
Cc1nn(C)c(C)c1NC(=O)CC12CC3CC(CC(C3)C1)C2	-0.3%	0.6%	4%	4%	i	-6	10	0.2%	0.2%	-6.4%
O=C(O)CC12CC3CC(C1)CC(n1ncc(NCc4ccc5c(c4)OCO5)c(Cl)c1=O)(C3)C2	-0.1%	1.8%	nt	14%	i	-4	1	-1.2%	nt	9.4%
COc1ccc(NCc2ccccc2[N+](=O)[O-])cc1OC	-0.5%	18%	9%	16%	i	10	-10	18%	3.1%	-6.2%
Cc1cccc(NC(=O)c2ccc([N+](=O)[O-])o2)c1	?	5.0%	-9%	9%	i	nt	nt	nt	-4.2%[50 µM]	nt
CCOc1ccc(NC(=O)CCNC(=O)C2CCN(S(=O)(=O)c3ccccc3)CC2)cc1	0.0%	-0.3%	-3%	2%	nt	nt	nt	nt	0.3%	nt
Nc1nnc(CSc2ccc(Cl)cc2)s1	0.0%	-0.8%	-2%	-6%	i	0	8	-3.5%	0.0%	-7.8%
Cc1cc(SCC(=O)NN=C2CCN(C(C)C)CC2)c(C)cc1Br	-1.0%	1.9%	3%	-13%	i	19	-9	-1.4%	-0.7%	-8.3%
O=C(Nc1ccccc1Cl)Nn1cnnc1	0.0%	0.7%	-7%	6%	nt	nt	nt	nt	0.0%	nt
Cc1c(Cc2ccccc2)c(=O)oc2c(C)c(OCC(=O)NCC3CCC(C(=O)O)CC3)ccc12 (stereo not drawn)	0.5%	3.6%	1%	nt	nt	nt	nt	nt	3.2%	nt
Cc1cccc(Nc2nnc(SCC(=O)NC3CCCc4ccccc43)s2)c1C (stereo not drawn)	-0.2%	?	-1%	6%	i	47	2	-1.3%	-3.9%	-0.7%
Cc1c(C(=O)NC(C(C)C)C(C)C)cccc1[N+](=O)[O-]	-0.9%	0.6%	0%	10%	i	-5	18	-8.2%	1.4%	-4.1%
CCCCn1c(N)c(N(CCOC)C(=O)C2CCN(S(=O)(=O)c3ccc(F)cc3)CC2)c(=O)[nH]c1=O	nt	1.1%	2%	-1%	nt	nt	nt	nt	1.3%[50 µM]	nt
CCNC(=S)NNC(=O)CSc1nc2ccccc2[nH]1	-0.1%	1.1%	1%	17%	i	-11	0	1.5%	0.3%	-8.0%
CC(CCc1ccccc1)NC(=O)COC(=O)c1ccccc1O (stereo not drawn)	0.4%	2.8%	-10%	10%	i	-6	-2	-0.3%	-0.5%[50 µM]	-7.1%
COc1ccc(NC(=O)CC23CC4CC(CC(Br)(C4)C2)C3)c(OC)c1	0.9%	1.5%	-6%	13%	nt	nt	nt	nt	0.7%	nt
O=C(NCc1ccccc1Cl)c1ccc2c(=O)n(CC3CCCO3)c(=S)[nH]c2c1 (stereo not drawn)	-1.0%	14%	-4%	12%	nt	nt	nt	nt	0.2%	nt
CCSc1nnc(NC(=O)CSC2=NN3CCCC(=O)N=C3S2)s1	0.6%	2.0%	-8%	-2%	i	-5	8	-0.7%	0.9%	-6.5%
Cc1cc2ncn(CC(O)COC3CCCCC3)c2cc1C (stereo not drawn)	-0.5%	7.6%	0%	4%	i	20	-9	2.9%	0.5%	-2.4%
CCC(CC)C(=O)Nc1ccc(Sc2ccc([N+](=O)[O-])cc2)cc1	0.6%	1.9%	-3%	-4%	i	36	16	-1.7%	2.0%	-3.1%
Cc1cc(C)cc(N(C(=O)c2csnn2)C(C(=O)NC(C)(C)C)c2cccnc2)c1 (stereo not drawn)	-1.7%	1.1%	-7%	17%	i	19	5	2.4%	0.4%	-2.0%
COC(=O)c1cccc(NC(=O)CN2C(=O)c3ccccc3C2=O)c1	-0.3%	-0.3%	-9%	21%	nt	nt	nt	nt	-0.8%	nt
Cc1cc(/C=N/n2cnnc2)c(C)n1-c1ccc(Cl)cc1	-1.5%	-1.1%	-4%	7%	i	49	3	-0.6%	2.3%[50 µM]	-8.0%
O=C(/C=N\O)NCCCNCc1ccccc1	0.0%	0.6%	-2%	23%	i	-13	9	-2.1%	0.2%	-0.7%
CCOC(=O)C(=CNc1ccc(NC2=NCC(C)S2)cc1)C(=O)OCC (stereo not drawn)	-0.2%	0.0%	1%	12%	i	21	-9	-0.6%	2.4%	-7.5%
O=C(CCc1nnc(COc2ccccc2)o1)NC1(c2ccccc2)CC1	0.3%	-0.9%	2%	18%	i	-8	1	-0.1%	0.2%	-2.7%
O=C(OCc1c(Cl)cccc1Cl)c1cccnc1Cl	0.3%	3.9%	-2%	3%	i	0	-10	-4.1%	2.1%	-5.6%
CCN1CCCC(NC(=O)c2scc3c2CCCC3)C1 (stereo not drawn)	-0.2%	0.0%	-1%	0%	i	3	1	-0.2%	0.8%	-4.5%
CCOc1ccccc1NS(=O)(=O)c1c(C)noc1C	0.2%	1.1%	6%	5%	nt	-10	-15	-1.7%	2.1%	-0.7%
C=CCNC(=O)/C(C#N)=C/c1ccc2c(c1)OCCO2	-0.6%	0.8%	0%	1%	i	5	6	nt	0.3%	-3.1%
O=C(O)C1C2CCC(O2)C1C(=O)Nc1ccc(O)cc1 (stereo not drawn)	-0.3%	3.7%	3%	11%	i	-6	7	-2.4%	0.4%[50 µM]	-11%
N#CC(c1ccc(Cl)cc1)c1ccc2c(C(F)(F)F)cc(C(F)(F)F)nc2n1 (stereo not drawn)	?	-3.9%	26%	-2%	i	85*	84*	-1.2%	0.6%	-3.7%
O=C(COc1ccccc1[N+](=O)[O-])Nc1cc(C(=O)O)cc(C(=O)O)c1	0.6%	0.3%	-9%	5%	i	-3	2	-0.1%	-0.3%	-4.5%
Cc1c(O)c2ccccc2n(-c2ccccc2)c1=O	nt	2.8%	8%	17%	nt	nt	nt	nt	-1.8%	nt
O=C(COC(=O)c1ccc[nH]c1=O)NCCc1ccc(Cl)cc1Cl	0.4%	0.7%	5%	2%	i	nt	nt	nt	1.1%[50 µM]	nt
COc1ccccc1C(C)NC(=O)Cc1ccsc1 (stereo not drawn)	0.0%	0.4%	-7%	16%	nt	nt	nt	nt	0.5%	nt
O=C(O)c1ccn(COc2ccc(Br)cc2)n1	0.1%	-0.1%	nt	3%	i	9	5	-1.0%	-0.3%	5.4%
O=C(NCCCn1ccnc1)/C(=C\c1cccnc1)NC(=O)c1cccc(Br)c1	-0.6%	0.1%	-3%	-30%	i	1	-13	-0.7%	0.0%	3.0%
COc1ccc(-n2c(COc3ccc(C)cc3)nnc2SCC(N)=O)cc1	0.2%	0.4%	-9%	2%	i	-1	-6	0.0%	1.4%	-5.2%
O=[N+]([O-])c1ccc(Cl)c(S(=O)(=O)NCC2CCCO2)c1 (stereo not drawn)	-0.4%	0.4%	2%	2%	i	3	3	-1.8%	1.1%[50 µM]	-1.6%
CCOc1ccccc1N1CC(C(=O)N(C)Cc2cccnc2)CC1=O (stereo not drawn)	-0.3%	2.1%	9%	3%	nt	nt	nt	nt	1.3%	nt
COc1ccc(C(=O)NC(=S)Nc2ccccc2N2CCOCC2)cc1[N+](=O)[O-]	0.2%	4.0%	-7%	10%	i	-2	14	-0.5%	1.5%	-6.5%
Cc1cc(C)n(-c2nc3ccccc3c(=O)n2OC2CCCCC2)n1	-0.3%	0.8%	nt	19%	i	34	1	1.9%	0.5%	-2.3%
CC(=O)Nc1ccc(S(=O)(=O)Nc2nc3nc(-c4ccccc4)cc(-c4ccccc4)n3n2)cc1	-0.3%	-0.2%	8%	5%	nt	nt	nt	nt	-0.2%	nt
COc1ccc(CCN(C(=O)Cn2nnc3ccccc32)C(C(=O)NCC2CCCO2)c2ccncc2)cc1OC (stereo not drawn)	-0.6%	0.4%	-2%	11%	i	-5	-11	2.2%	0.8%	-2.5%
COc1ccc(-c2ccc(-c3nnc(-c4cc(OC)ccc4OC)o3)cc2)cc1	nt	2.2%	-4%	0%	nt	8	-13	5.0%	0.9%	-7.3%	Dengue-2 NS5 capping pilot replicate=1.1
CN(CC(=O)O)S(=O)(=O)c1ccc2c(c1)NC(=O)CC(=O)N2	0.0%	2.6%	-1%	2%	i	-15	19	nt	0.3%	-4.9%

Molecules listed so far containing a thiophene ring, fused or not (2):
SMILES	West Nile virus CPE	RSV antiviral HEp-2	Dengue-2 NS5 capping	Large T inhibition	Yfh1-off respiration	WT yeast gro inh	WT yeast gro inh mutant strain	CSM14.1 death rescue	K1F lysis inhibition	XIAP antagonists	others
CCN1CCCC(NC(=O)c2scc3c2CCCC3)C1 (stereo not drawn)	-0.2%	0.0%	-1%	0%	i	3	1	-0.2%	0.8%	-4.5%
COc1ccccc1C(C)NC(=O)Cc1ccsc1 (stereo not drawn)	0.0%	0.4%	-7%	16%	nt	nt	nt	nt	0.5%	nt

Continuation:
SMILES	West Nile virus CPE	RSV antiviral HEp-2	Dengue-2 NS5 capping	Large T inhibition	Yfh1-off respiration	WT yeast gro inh	WT yeast gro inh mutant strain	CSM14.1 death rescue	K1F lysis inhibition	XIAP antagonists	others
CCCCOC(=O)c1ccc(NC(=O)C(=O)NCCN(C)C)cc1	0.0%	nt	2%	7%	i	nt	nt	nt	0.3%	nt
CC(=O)Nc1ccc(/C(C)=N/NC(=O)CN(c2ccccc2Br)S(C)(=O)=O)cc1	1.2%	1.8%	1%	0%	i	-2	5	-1.2%	-0.2%	-8.5%
COc1cc(NC(=S)N2c3ccccc3CC2C)cc(OC)c1 (stereo not drawn)	-0.7%	3.9%	-2%	15%	nt	nt	nt	nt	0.1%	nt
CCCCc1c(C)nc2ccc(Br)cc2c1SC(N)N	0.3%	nt	-14%	1%	i	-18	-10	0.7%	0.3%	0.6%
CC1=CC(C)(C)N(C(=O)CSc2nnc(N)s2)c2c(C)cc(C)cc21	0.7%	nt	3%	6%	i	4	8	0.3%	-0.4%	-3.7%
COc1ccc(NC(=O)CSc2ccc(-c3ccccn3)nn2)cc1OC	-1.4%	1.9%	2%	-3%	i	6	6	-0.8%	0.0%	-4.7%

Screens (PubChem BioAssay)

No enrichment for hits; overall some 2.2% were active at least once.
